High-throughput results: PubChem, several laboratories
UGM FP inh – Mtb UDP-galactopyranose mutase inhibition. P9WIQ1. purified UGM, fluorescence polarization probe displacement. inhibition, % at 10 µM. actives 0.06% (n = 320,000). AID 504406; in the data active = inhibition above about 10%, passing the limit was not always enough; inconclusive = no clear call, values can overlap the other calls
Target sequence (P9WIQ1 whole entry, looked up): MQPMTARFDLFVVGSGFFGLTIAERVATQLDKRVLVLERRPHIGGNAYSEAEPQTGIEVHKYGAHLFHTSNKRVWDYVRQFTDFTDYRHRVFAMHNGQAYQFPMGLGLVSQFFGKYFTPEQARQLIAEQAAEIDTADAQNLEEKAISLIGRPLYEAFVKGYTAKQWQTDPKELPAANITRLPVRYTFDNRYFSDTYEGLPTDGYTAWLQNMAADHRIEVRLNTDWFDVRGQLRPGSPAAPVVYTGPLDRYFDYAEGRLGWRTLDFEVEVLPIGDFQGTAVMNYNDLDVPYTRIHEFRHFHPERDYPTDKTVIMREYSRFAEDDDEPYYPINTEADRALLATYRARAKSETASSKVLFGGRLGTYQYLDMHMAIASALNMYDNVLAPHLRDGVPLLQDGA
PfHsp40 yeast – compounds rescuing yeast from Plasmodium falciparum HSP40 toxicity | S. cerevisiae expressing PfHsp40, growth rescue, ATP luminescence | growth rescue, % at 12.5 µM | actives 0.68% (n = 340,000) | AID 504582; in the data active = growth rescue above about 28%, passing the limit was not always enough; inconclusive = no clear call, values can overlap the other calls;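 also: yeast W303a lacking pdr1 and pdr3 grown in galactose medium; growth measured after three days at 30 °C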
Anthrax LF prot – inhibitors of Bacillus anthracis lethal factor protease; P15917; multiplex microsphere protease cleavage assay, LF; inhibition, % at 10 µM; actives 0.12% (n = 360,000); also: plate controls were buffer without enzyme for full effect and enzyme alone for no effect
GDH-TPI inh – inhibits GDH-TPI coupling enzymes, artifact for Mtb FBA screen | inhibition, % at 4.8 µM | AID 588335 | GDH-TPI coupled enzyme counterscreen, NADH absorbance | actives 1.2% (n = 360,000); in the data active = inhibition above about 30%;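 also: 0% = DMSO wells and 100% = wells lacking the enzyme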
Mtb FBA inh – inhibits M. tuberculosis FBA enzyme; P9WQA3; purified M. tuberculosis FBA, fluorescence read-out; inhibition, % at 1 µM; actives 2.3% (n = 360,000); in the data active = inhibition above about 27%;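 also: 0% = vehicle and 100% = reference inhibitor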
Target sequence (P9WQA3 whole entry, looked up): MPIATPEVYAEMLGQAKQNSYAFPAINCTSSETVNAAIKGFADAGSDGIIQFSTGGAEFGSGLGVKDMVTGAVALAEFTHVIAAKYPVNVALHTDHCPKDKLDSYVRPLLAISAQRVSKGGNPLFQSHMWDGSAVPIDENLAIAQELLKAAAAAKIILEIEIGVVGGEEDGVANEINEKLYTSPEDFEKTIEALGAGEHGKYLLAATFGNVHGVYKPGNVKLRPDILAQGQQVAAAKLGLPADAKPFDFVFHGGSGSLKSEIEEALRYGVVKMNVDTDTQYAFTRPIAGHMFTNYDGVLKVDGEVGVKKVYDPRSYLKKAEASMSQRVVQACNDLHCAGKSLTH
FadD28 binding – M. tuberculosis FadD28 bisubstrate binding inhibition; FadD28 bisubstrate probe binding, fluorescence polarization; inhibition, % at 12.5 µM; actives 0.22% (n = 360,000); in the data active = inhibition above about 8.5%, passing the limit was not always enough; inconclusive = no clear call, values can overlap the other calls
Mtb BioA inh – inhibitors of Mycobacterium tuberculosis BioA enzyme. purified M. tuberculosis BioA enzyme, plate reader. inhibition, % at 9.99 µM. AID 602481. actives 0.096% (n = 360,000); in the data active = inhibition above about 40%; inconclusive = no clear call, values can overlap the other calls
BoNT F protease – inhibitors of Botulinum neurotoxin F light chain protease | Multiplex microsphere protease cleavage assay, flow cytometry | inhibition, % at 10 µM | actives 0.22% (n = 360,000) | AID 588497; in the data active = inhibition above about 35%, passing the limit was not always enough; inconclusive = no clear call, values can overlap the other calls; also: plate controls were buffer without enzyme for full effect and enzyme alone for no effect
BoNT A protease – inhibitors of Botulinum neurotoxin A light chain protease. multiplex microsphere protease substrate cleavage, flow cytometry. inhibition, % at 10 µM. actives 0.17% (n = 360,000). AID 588499; also: plate controls were buffer without enzyme for full effect and enzyme alone for no effect
Numbers without * were called inactive; ? = inconclusive; · = not tested or not shown; & = joins results of further samples. Rule as the data show it, unless noted: active = inhibition above about 30%; inconclusive = no clear call, values can overlap the other calls; inactive = below that.

Compound	UGM FP inh	PfHsp40 yeast	Anthrax LF prot	GDH-TPI inh	Mtb FBA inh	FadD28 binding	Mtb BioA inh	BoNT F protease	BoNT A protease
O=C(COc1cccc2cccnc12)N/N=C/c1ccc(O)cc1	1.0	-0.9	-9	17	-1	-2.9	-0.9	-7	-0.8
Cc1ccc(CNC(=O)CSc2nc(=O)n3ccc(C)cc3n2)cc1	·	·	-3	23	-1	-2.3	-0.8	-7	-0.4
CC(=O)Nc1nnc(SCC(=O)c2ccc(F)cc2)s1	0.0	1.0	-12	0	4	-1.3	·	-6	-1.5
CCN(C(=O)c1cccc(S(=O)(=O)N2CCCCC2)c1)C1CCS(=O)(=O)C1 (configuration not stated)	·	0.7	·	-1	-3	-3.3	·	·	·
Cn1ncc(Cl)c1C(=O)NCC1CCCO1 (configuration not stated)	-2.6	1.3	1	0	-2	-1.3	-1.5	1	-0.6
CN(C)S(=O)(=O)c1ccc(C(=O)NC(=O)CSc2nncs2)cc1	0.9	-0.8	-6	-5	0	-2.3	4.8	5	-0.2
CCCN1CCN(S(=O)(=O)c2ccc3c(c2)NC(=O)C(C)S3)CC1 (configuration not stated)	0.4	-0.3	4	2	-1	1.9	1.0	10	1.8
Clc1ccc(N2CCN(c3nc4nonc4nc3N3CCSCC3)CC2)nc1	-0.4	1.4	-4	4	-1	-1.4	-0.5	3	-1.0
COc1ccc(CCNc2cn[nH]c(=O)c2Cl)cc1OC	-2.2	0.0	2	8	4	-2.7	·	-3	-0.2
CCOc1cc2c(cc1OCC)-n1cccc1C(c1cc(C)c(OC)cc1C)NC2 (configuration not stated)	0.2	-1.2	0	-5	1	-0.5	0.2	-3	-3.6
COc1ccccc1OCC(=O)NNC(=O)c1ccc(F)c(S(=O)(=O)N2CCOCC2)c1	-0.7	0.5	-1	6	1	-0.3	·	2	0.1
C=CCn1c(SCC(=O)Nc2cccc(C)c2)nnc1-c1cnccn1	-2.1	-0.4	-7	4	0	-1.0	1.7	5	2.4
COc1ccc(CNCCS(=O)(=O)NN2CCOCC2)cc1	·	-1.6	-7	-1	-1	-3.0	-0.3	-3	-0.1
COC(=O)[C@]1(Cc2ccccc2)N[C@H](CN(C)C(C)=O)[C@@H]2C(=O)N(Cc3ccccc3)C(=O)[C@@H]21	·	4.9	-5	11	5	-0.6	0.5	-6	-0.1
CC(=O)N=c1cccc(NC(C)=O)n1O	-1.4	-0.9	-8	0	-2	-2.3	-0.8	-2	0.9
CN(C)CCN(C(=O)c1cccc2ccccc12)c1nc2cc3c(cc2s1)OCO3	3.0	-1.1	·	12	-1	-1.7	-1.5	·	·
O=C(CNc1ccc2ccccc2c1)N/N=C/c1ccc(C(=O)O)cc1	1.9	0.5	-1	11	-1	-0.8	0.5	1	1.0
COc1ccc2c(Cl)c(C(=O)N/N=C/c3cccnc3)sc2c1	0.1	-0.9	11	22	-6	-4.9	-1.6	-8	-2.7
[N-]=[N+]=CC(=O)CC(c1ccccc1)N1C(=O)c2ccccc2C1=O (configuration not stated)	2.0	0.3	·	24	-9	-4.6	0.4	·	·
COc1ccc(OCCCCN(C)Cc2ccccc2)cc1	-2.6	1.2	-11	4	1	-1.3	-0.4	20	0.8
COc1ccc(NC(=O)O/N=C/c2ccccc2Cl)cc1	1.6	-0.5	-4	-2	3	-0.7	·	2	0.3
CCC(C)(C)n1nnnc1C(c1cc2ccc(C)cc2[nH]c1=O)N(Cc1cccnc1)Cc1ccco1 (configuration not stated)	-3.2	2.3	-4	4	-2	-3.9	·	2	0.3
COCCN1C(=O)Cc2c1nc(N)c1c(N)nc(N3CCN(c4ccc(F)cc4)CC3)c(C#N)c21	-0.9	7.7	-9	13	8	-0.5	·	-6	-0.5
C/C(=N/Nc1ccccc1C(=O)O)c1cccs1	-2.2	3.8	10	33*	-3	-1.2	-0.1	?	-0.3
C/C(=N\NC(=O)c1cc(-c2cccnc2)nc2ccccc12)c1ccc(O)cc1O	2.9	78*	-12	35*	-1	0.0	-2.4	-24	-3.8
C[C@@H]1CN([C@@H](C)CO)C(=O)c2cccc(NC(=O)c3ccncc3)c2O[C@@H]1CN(C)Cc1ccc(-c2ccccc2)cc1	-0.3	0.3	-6	14	0	-1.2	-4.0&-9.6	-5	0.7
O=C(C[n+]1ccccc1)Nc1ccccc1C(=O)O	1.3	1.8	1	-3	1	-3.0	·	-1	-0.3
CCn1cc(C(=O)N[C@@H](CCSC)C(=O)NCCCOC)c(=O)c2cc3c(cc21)OCO3	-0.9	8.3	-6	1	5	0.0	0.0	-16	-1.6
COc1ccccc1N1CCN(C(=O)c2cc(C)oc2C)CC1	·	0.0	-6	1	4	-0.5	·	-3	0.4
COc1ccc(NC(=O)[C@@H]2CCCN2C(=O)[C@@H]2Cc3ccccc3CN2C(=O)OC(C)(C)C)cc1	1.8	0.1	-1	4	0	-1.4	·	-6	-1.7
CCCCCNC(=O)c1ccc(NS(=O)(=O)c2ccc3[nH]c(=O)[nH]c3c2)cc1	-1.7	-2.3	1	2	4	-1.4	-0.9	-3	-0.2
OC(c1ccccc1)(c1nc(-c2csc3ccccc23)cs1)C(F)(F)F (configuration not stated)	·	·	-6	7	-3	-13	-1.7	3	-0.4
O=C(CNC(=O)c1ccc(Br)o1)NCc1ccc(Cl)cc1	2.5	-0.2	0	8	5	-1.1	-0.4	-8	-2.0
Cc1ccc(NC(=O)COC(=O)Cc2c[nH]c3ccccc23)cc1F	·	-1.1	-3	2	2	0.2	8.2	8	0.4
CCOC(=O)c1ccc(-c2nnc(-c3ccc(Cl)cc3Cl)o2)cc1	1.2	3.1	-1	3	0	-0.8	-1.1	1	1.7
COc1cc2c(cc1OC)CN(C(=O)c1nn(Cc3ccccc3)c(=O)c3ccccc13)CC2	0.4	5.0	-5	-5	-1	-2.2	4.4	-5	-0.4
COc1ccc(-c2nc3c(C(=O)NCCN(C)C)cccc3c3ccccc23)cc1	·	-1.0	6	3	15	-15	·	-8	0.7
Cc1c(NC(=O)C23CC4CC(CC(Br)(C4)C2)C3)c(=O)n(-c2ccccc2)n1C	2.9	-0.3	-1	13	1	-3.4	-0.9	1	-0.9
CCOC(=O)CCCn1c(C)nc(=O)c(-c2ccccc2)c1C	6.0	-1.4	-2	4	1	-1.4	0.2	-12	0.1
O=C1Nc2cc(C(F)(F)F)ccc2N2CCCCC12 (configuration not stated)	-3.7	-0.1	2	0	3	0.1	-1.1	1	-3.4
CCOC(=O)c1ccc(NC(=S)N2CCCC2)cc1	3.1	-1.1	-10	3	4	-1.7	·	6	0.7
CCCc1ccc2oc(C(=O)N3CCC(C(N)=O)(N4CCCCC4)CC3)c(C)c2c1	-1.9	0.7	-4	-3	1	-4.6	2.1	-4	-0.2
CN1CCCc2cc(C=O)ccc21	1.2	0.0	1	23	3	-1.5	-1.8	4	-0.5
CCOc1cccc(-c2nnc3sc(-c4cccs4)nn23)c1	2.0	0.3	1	12	2	-0.1	-0.9	0	-1.5
CN(CC(=O)Nc1ccccc1Br)C(=O)CCCSc1nc2ccccc2[nH]1	1.8	-0.6	-1	4	2	-1.5	2.4	-2	1.6
CC(=O)Nc1ccc(S(=O)(=O)Nc2nc3ccccc3nc2Nc2ccc(N)cc2)cc1	0.8	-1.2	0	31*	8	2.1	-1.4	1	0.4
CC1CCCCC1NC(=O)CSc1nnc(CNC(=O)c2ccccc2)n1C (configuration not stated)	-0.5	-0.7	-2	9	0	-0.6	·	4	-0.7
Cn1c(=O)cc(SCC(=O)N2CCN(C(=O)c3ccco3)CC2)c2ccccc21	-0.6	-0.7	-2	7	-2	-1.6	·	-5	-0.3

One compound at a time, from the list above. Values in the order: UGM FP inh, PfHsp40 yeast, Anthrax LF prot, GDH-TPI inh, Mtb FBA inh, FadD28 binding, Mtb BioA inh, BoNT F protease, BoNT A protease
Record of CCCc1ccc2oc(C(=O)N3CCC(C(N)=O)(N4CCCCC4)CC3)c(C)c2c1 : -1.9, 0.7, -4, -3, 1, -4.6, 2.1, -4, -0.2
Record of CC1CCCCC1NC(=O)CSc1nnc(CNC(=O)c2ccccc2)n1C (configuration not stated) : -0.5, -0.7, -2, 9, 0, -0.6, ·, 4, -0.7

Following part.
Compound	UGM FP inh	PfHsp40 yeast	Anthrax LF prot	GDH-TPI inh	Mtb FBA inh	FadD28 binding	Mtb BioA inh	BoNT F protease	BoNT A protease
CN(C)c1oc(-c2ccc(OCc3ccccc3)cc2)nc1C#N	2.4	2.7	-6	26	109*	-1.8	0.3	-3	0.3
CC1(C)CC(=O)C(C(c2cccc([N+](=O)[O-])c2)C2C(=O)CC(C)(C)CC2=O)C(=O)C1	·	-0.2	4	5	0	-0.4	1.7	-6	-1.3
COc1cccc(/C=C/C(=O)N2CCN(c3n[nH]c(=O)[nH]c3=O)CC2)c1OC	0.1	-0.1	-8	1	4	0.7	-1.2	-5	-1.4
O=Cc1[nH]c2ccccc2c1N(C(=O)CCl)c1ccccc1	·	-1.5	-1	10	1	-2.8	·	-2	1.5
Cc1ccc(S(C)(=O)=NC(=O)NC(=O)c2c(Cl)cccc2Cl)cc1 (configuration not stated)	2.4	0.0	-3	-9	2	-3.0	·	11	-0.4
COc1ccc(CNC(=O)CNC(C)c2ccc(F)cc2)cc1 (configuration not stated)	-2.4	0.3	-6	6	6	·	-0.5	2	0.6
O=C(/C=C/c1ccccc1)NNC(=O)c1cccnc1	1.1	-0.2	-3	19	-5	1.2	-4.6	5	0.4
Cc1ccc(-n2c(O)c(C=Nc3ccc(S(N)(=O)=O)cc3)c(=O)[nH]c2=O)cc1	-4.1	-0.2	-4	9	0	-1.6	0.6	12	1.3

5 entries from above, with two lines to a compound.
Values in the order – UGM FP inh	PfHsp40 yeast	Anthrax LF prot	GDH-TPI inh	Mtb FBA inh	FadD28 binding	Mtb BioA inh	BoNT F protease	BoNT A protease
COc1cccc(/C=C/C(=O)N2CCN(c3n[nH]c(=O)[nH]c3=O)CC2)c1OC
    0.1	-0.1	-8	1	4	0.7	-1.2	-5	-1.4
O=Cc1[nH]c2ccccc2c1N(C(=O)CCl)c1ccccc1
    ·	-1.5	-1	10	1	-2.8	·	-2	1.5
Cc1ccc(S(C)(=O)=NC(=O)NC(=O)c2c(Cl)cccc2Cl)cc1 (configuration not stated)
    2.4	0.0	-3	-9	2	-3.0	·	11	-0.4
COc1ccc(CNC(=O)CNC(C)c2ccc(F)cc2)cc1 (configuration not stated)
    -2.4	0.3	-6	6	6	·	-0.5	2	0.6
O=C(/C=C/c1ccccc1)NNC(=O)c1cccnc1
    1.1	-0.2	-3	19	-5	1.2	-4.6	5	0.4
